Source: PubChem (NMMLSC)
Rab7 wt modul: dog Rab7 wildtype GTP binding, inhibitors and activators; GST-Rab7 beads, fluorescent GTP binding, flow cytometry; actives lie on both sides; untreated = 100%, excess cold GTP = 0%; GTP binding activity (percent of control), % at 10 µM; 190,000 compounds, 0.055% hits;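 active = fluorescent GTP binding to Rab7 beads changed by at least 20 points from the 100% baseline, either direction, mostly lower; inconclusive = compound itself probably fluorescent, or too few beads counted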;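 also: median green fluorescence of bound Bodipy-FL-GTP per Rab7 bead population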
Cdc42 wt: changes GTP binding to wildtype human Cdc42; 190,000 compounds, 0.2% hits; AID 761; percent activity (GTP binding), % at 10 µM; P60953; GST-Cdc42 beads, Bodipy-GTP binding, flow cytometry; actives lie on both sides;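 active = percent activity GTP binding at least 20 points away from the 100% baseline, either down as inhibitor or up as activator; inconclusive = compound flagged as likely green fluorescent from well-wide comparison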;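 also: median bead fluorescence of bound Bodipy-FL-GTP at 100 nM; 0% = excess unlabeled GTP control and 100% = no compound control; below 100% means less GTP binding so inhibitor and above means activator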
Rac1 act GTP bind: human Rac1 activated mutant GTP binding change; P63000; GST-Rac1 activated beads, fluorescent GTP binding, flow cytometry; actives lie on both sides; 100% means binding = to untreated wells; percent activity (GTP binding), % at 10 µM; 190,000 compounds, 0.11% hits;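 active = GTP binding at least 20 percentage points away from the 100% baseline, in either direction, so actives lie on both sides; inconclusive = Compound likely fluorescent itself, or too few beads counted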
Bim-Bcl-XL: disrupts Bim peptide binding to human Bcl-XL. bead flow cytometry, fluorescence. inhibition, % at 10 µM. 190,000 compounds, 0.04% hits. AID 1007
Target sequence (Q07817 whole entry, looked up): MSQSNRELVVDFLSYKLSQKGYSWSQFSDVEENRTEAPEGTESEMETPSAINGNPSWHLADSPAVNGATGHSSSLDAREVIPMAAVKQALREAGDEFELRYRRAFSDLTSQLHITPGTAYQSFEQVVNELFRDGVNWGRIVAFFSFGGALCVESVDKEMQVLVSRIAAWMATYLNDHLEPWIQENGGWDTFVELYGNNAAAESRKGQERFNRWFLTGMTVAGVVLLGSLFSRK
Bcl-B Bim block: inhibitors of Bim-Bcl-B interaction, human | Q9HD36 | bead-based flow cytometry, Bim peptide-Bcl-B binding | AID 951 | inhibition, % at 10 µM | 190,000 compounds, 0.073% hits;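 also: 0% = tracer peptide without compound and 100% = reference inhibitor peptide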
HRas wt GTP bind: changes GTP binding to wildtype human HRas. P01112. GST-Ras wt beads, Bodipy-FL-GTP binding, flow cytometry; actives lie on both sides. GTP binding activity, % at 10 µM. 190,000 compounds, 0.14% hits. AID 759;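 active = GTP binding activity at least 20% away from the 100% baseline, either lowered as inhibitor or raised as activator; inconclusive = flagged as likely green fluorescent, judged across all proteins in the well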;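 also: 0% = unlabeled GTP competition control and 100% = no-compound control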
Target sequence (P01112 whole entry, looked up): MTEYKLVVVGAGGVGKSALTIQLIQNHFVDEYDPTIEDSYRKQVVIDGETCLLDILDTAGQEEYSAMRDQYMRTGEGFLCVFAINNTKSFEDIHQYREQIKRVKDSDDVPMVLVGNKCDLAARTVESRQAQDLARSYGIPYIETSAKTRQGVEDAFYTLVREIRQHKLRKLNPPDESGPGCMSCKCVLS
Bcl-2 Bim block: human Bim-Bcl-2 interaction inhibition; Bead-based flow cytometry, Bim peptide-Bcl-2 binding; 190,000 compounds, 0.06% hits; inhibition, % at 10 µM; P10415; AID 950; in the data active = inhibition above about 40%; inconclusive = no clear call, values can overlap the other calls;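 also: 0% = no compound wells with probe peptide and 100% = reference peptide inhibitor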
Target sequence (P10415 whole entry, looked up): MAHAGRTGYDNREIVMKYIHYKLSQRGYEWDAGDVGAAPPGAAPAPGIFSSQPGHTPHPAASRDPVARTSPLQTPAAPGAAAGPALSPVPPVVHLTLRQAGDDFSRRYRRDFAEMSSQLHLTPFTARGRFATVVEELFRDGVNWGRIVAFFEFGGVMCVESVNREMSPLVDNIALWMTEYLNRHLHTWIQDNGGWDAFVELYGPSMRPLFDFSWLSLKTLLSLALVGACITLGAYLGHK
Bfl-1 Bim block: human Bim-Bfl-1 interaction inhibition. Q16548. Bead-based flow cytometry, Bim-Bfl-1 binding inhibition. inhibition, % at 10 µM. 190,000 compounds, 0.12% hits. AID 1008;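 also: 0% = wells without compound plus tracer and 100% = blocker peptide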
Bim-Bcl-W: human Bim-Bcl-W interaction inhibition | Q92843 | bead-based flow cytometry, Bim peptide-Bcl-W binding | inhibition, % at 10 µM | 190,000 compounds, 0.02% hits | AID 952;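 also: 0% = bound tracer without compound and 100% = peptide blocker; higher means less fluorescent Bim peptide bound to Bcl-W beads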
Target sequence (Q92843 whole entry, looked up): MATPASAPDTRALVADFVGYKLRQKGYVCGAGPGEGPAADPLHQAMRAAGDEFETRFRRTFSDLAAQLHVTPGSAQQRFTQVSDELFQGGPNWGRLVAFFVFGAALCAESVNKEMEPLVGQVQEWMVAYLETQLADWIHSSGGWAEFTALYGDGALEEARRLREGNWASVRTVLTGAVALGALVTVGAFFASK
Rab2A wt mod: changes GTP binding to wildtype dog Rab2A, up or down. AID 760. P61105. GST-Rab2 wt beads, Bodipy-GTP binding, flow cytometry. 190,000 compounds, 0.19% hits. GTP binding activity, % at 10 µM;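 active = GTP binding activity at least 20 points away from 100%, either lowered or raised; inconclusive = signal likely due to the compound's own green fluorescence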;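 also: 0% = beads with excess unlabeled GTP and 100% = no-compound control corrected for plate trend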
Rac1 wt GTP bind: modulators of human Rac1 wildtype GTP binding; 190,000 compounds, 0.27% hits; GTP binding activity (% of control), % at 10 µM; GST-Rac1 beads, fluorescent GTP binding, flow cytometry; actives lie on both sides; 0 = cold GTP competed, 100 = untreated;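 active = GTP binding activity at least 20 points away from the 100% control level, either lower or higher; inconclusive = compound flagged as likely green fluorescent, judged across all proteins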
Active calls of the source: *; ? = inconclusive. Rule as the data show it, unless noted: active = inhibition above about 40%. Random draw from the library, and some 0.62% of all compounds hit somewhere here.

SMILES	Rab7 wt modul	Cdc42 wt	Rac1 act GTP bind	Bim-Bcl-XL	Bcl-B Bim block	HRas wt GTP bind	Bcl-2 Bim block	Bfl-1 Bim block	Bim-Bcl-W	Rab2A wt mod	Rac1 wt GTP bind
COc1ccc(CCNC(=O)CSc2nc(-c3ccco3)cc(C(F)(F)F)n2)cc1	94	96	96	-8	-7	96	-10	-15	-6	96	96
CC(=O)N1CCc2cc(Br)cc(S(=O)(=O)N3CCCCCC3)c21	97	97	97	-12	-4	98	-10	-6	-11	99	102
Brc1ccc2oc3c(N4CCOCC4)ncnc3c2c1	100	97	92	-3	-4	100	-3	-5	4	98	97
O=C1CC(c2cccc(Oc3ccccc3)c2)NC(=O)N1 (stereo not given)	102	96	97	-4	-6	101	-6	-14	-3	100	99
Cc1ccc(NC(=O)c2cccc(C(=O)OC(C)C)n2)c(Br)c1	97	99	100	0	-2	98	-1	-3	-1	98	100
N#C/C(=C\C=C\c1ccccc1)C(=O)Nc1ccccc1	109	105	101	0	-1	105	1	0	0	105	105
C[C@H](NC(=O)c1nc[nH]c1C(=O)NC(c1ccccc1)c1ccccc1)C(=O)OC(C)(C)C	100	91	93	0	6	95	2	2	-2	95	94
COc1ccc(NC(=O)CSc2nnc(-c3ccc(C)cc3)n2N)cc1	99	99	98	-4	-5	96	-8	-7	0	98	102
CCCCc1nc2n[nH]c(N)c2c2c1CCCC2	?	?	?	-1	-1	?	-6	-5	-2	?	?
COc1ccccc1C(=O)NCC(=O)OCC(=O)Nc1cccc(S(=O)(=O)N(C)C)c1	98	99	94	0	-7	98	0	-2	1	96	98
COc1cc(-c2nnc(COc3ccc(Cl)cc3C)o2)cc(OC)c1OC	101	100	99	-2	-6	100	-5	-10	1	101	103
CCOC(=O)CSc1nnc(-c2cccnc2)o1	100	100	101	-5	-4	99	-3	-1	-3	96	104
COCCN(C(=O)CNC(=O)c1ccco1)C(C(=O)NC1CCCCC1)c1cccs1 (stereo not given)	101	103	100	-2	-1	101	0	0	0	100	109
CN(Cc1nc(-c2cnccn2)no1)CC1(c2ccccc2)CC1(C)C (stereo not given)	95	98	98	-4	-2	98	-4	-5	-2	98	100
Cc1nc2sc(C(c3ccccc3)N3CCN(C(=O)c4ccco4)CC3)c(O)n2n1 (stereo not given)	93	102	102	-2	-2	102	-1	0	-4	100	103
O=C(COC(=O)CNC(=O)c1cccc([N+](=O)[O-])c1)Nc1cccc(S(=O)(=O)N2CCCCC2)c1	95	99	98	-5	-6	99	-1	-4	-2	96	102
CCN(CC)S(=O)(=O)c1ccc(OC)c(NC(=O)CSc2cc(C)ccc2C)c1	102	98	98	-7	-7	100	-4	1	-1	100	102
O=C1c2ccccc2C2(c3ccc(F)cc3)NCCN12 (stereo not given)	102	96	95	-2	0	96	-1	-4	1	98	98
O=C(O)c1ccc(-c2ccc(Cl)cc2Cl)o1	103	101	99	-6	-8	103	-10	-12	0	103	106
CCCC(=O)Nc1ccccc1NC(=O)CCC	97	92	94	-17	-4	93	-4	-9	-4	96	92
O=C(COc1ccc(Cl)cc1Cl)N/N=C1\CCCc2ccccc21	99	94	96	0	3	96	-10	0	1	97	99
CC(C)(C)c1ccc(OCC(=O)NNC(=S)NC(=O)c2ccccc2[N+](=O)[O-])c(Br)c1	92	95	91	-8	-5	92	-6	-5	-7	92	95
C#CCNC(=O)C1=C[C@H](c2ccccc2)[C@@H](CCCO)[C@H](OCC)O1	101	99	97	-1	-2	98	-4	-3	0	100	99
CCOc1ccc(Br)cc1S(=O)(=O)N1CCCC1	98	99	98	-7	-7	101	-6	-2	-7	100	101
CCCN1CN(CCc2ccccc2)CNC1=S	102	97	99	-2	-2	100	0	0	0	97	102

(further entries)
SMILES	Rab7 wt modul	Cdc42 wt	Rac1 act GTP bind	Bim-Bcl-XL	Bcl-B Bim block	HRas wt GTP bind	Bcl-2 Bim block	Bfl-1 Bim block	Bim-Bcl-W	Rab2A wt mod	Rac1 wt GTP bind
COC(=O)c1ccc(CSc2nc3ccccc3c(=O)n2CC(C)C)o1	101	105	101	-7	-5	106	-7	-3	-5	105	102
Cc1ccc(S(=O)(=O)N(CC(=O)N(C)C)c2cccc([N+](=O)[O-])c2)cc1	?	?	?	-3	-4	?	-6	-6	-3	?	?
CC1(C)CC(=O)/C(=C(/O)CCCN2C(=O)c3ccccc3C2=O)C(=NC(C)(C)C)C1	107	103	98	-2	-1	102	-2	-3	0	103	107
O=C(Cc1c(Cl)cccc1Cl)NCCc1ccc(Cl)cc1	101	102	101	0	-2	99	0	0	0	101	106
CN(C)S(=O)(=O)N(CC(=O)N1CCC(Cc2ccccc2)CC1)c1ccccc1	95	95	97	-1	-2	96	-4	-5	-3	96	95
COc1ccccc1C(=O)Nc1cc2cc(Cl)ccc2oc1=O	97	98	96	-2	0	99	2	0	-1	97	100
Cn1cnnc1SCC(=O)Nc1cccc(S(=O)(=O)N2CCOCC2)c1	91	93	94	0	-1	94	-1	-3	2	96	92
Brc1ccc(COc2ncnc3ccccc23)cc1	95	94	94	-2	-1	98	-4	-5	-1	95	96
CCCOc1ccc(C2C(=O)N(C3CCCCCC3)CC(=O)N2Cc2ccco2)cc1OC (stereo not given)	102	104	97	-2	-2	104	-2	-4	-3	102	106
COc1ccccc1C(CC(=O)Nc1ccccc1C)c1ccc(OC(C)C)cc1 (stereo not given)	102	99	95	-5	-5	98	-8	-12	-1	98	101
O=C(OCC#CCSc1nnc(-c2ccncc2)o1)c1cccs1	100	100	101	2	-5	101	-3	-7	12	102	103
CN(CC(=O)O)S(=O)(=O)c1ccc2c(c1)NC(=O)CC(=O)N2	104	94	95	2	0	96	-2	-2	1	95	98
Cc1cc(NC(=O)CC(CN(C)S(=O)(=O)c2ccccc2)c2ccccc2)no1 (stereo not given)	99	103	99	-4	-3	100	-2	-1	-4	100	105
CCOc1cc(C2/C(=C(/O)c3ccc(OC(C)C)cc3)C(=O)C(=O)N2CCCOC)ccc1O (stereo not given)	97	97	94	-6	-8	97	-8	-13	-2	94	96
CCN1/C(=C/c2ccc3ccccc3[n+]2CC)C=Cc2ccccc21	102	108	99	0	-13	103	-7	-8	4	97	110
Cc1cc(C)nc(NC(=O)c2ccc([N+](=O)[O-])o2)n1	98	100	100	-4	-3	100	-1	-5	-4	99	105
Cc1occc1C(=O)NC(C)CCc1ccccc1 (stereo not given)	103	103	100	-4	-10	102	-10	-8	-1	102	105
C=CCNCC(=O)N1N=C(c2ccc3ccccc3c2)CC1c1ccc(OC)cc1 (stereo not given)	98	97	96	0	0	98	-2	-2	0	95	101
CC(/C=N/NC(=O)c1ccc(Br)cc1)=C\c1ccccc1	101	108	101	4	-3	103	-1	-10	2	102	108
CC1=C(C)CS(=O)N(S(=O)(=O)c2ccccc2)C1 (stereo not given)	101	90	94	-4	-14	96	-7	0	0	97	101
O=C(NC1=NCCS1)c1cc2ccccc2o1	95	99	99	-5	-10	99	-6	-13	-3	98	101
CSc1nc(C)c2c(n1)N(c1ccc(F)cc1)CC2	97	98	100	-1	-5	101	0	-2	-2	99	99
OC(Cc1nc2ccccc2[nH]1)c1ccccc1Cl (stereo not given)	102	101	96	-2	-3	101	-2	-2	-4	101	99
COc1ccc(-c2cc(C(F)(F)F)n3nc(C(=O)Nc4c(C)n(C)n(-c5ccccc5)c4=O)c(Cl)c3n2)cc1	98	88	93	0	1	91	-3	-4	2	90	93
Cc1ccc(-c2nn3c(C)nnc3s2)cc1N	97	102	100	-6	-4	101	-4	-3	-7	97	107

(list continues)
SMILES	Rab7 wt modul	Cdc42 wt	Rac1 act GTP bind	Bim-Bcl-XL	Bcl-B Bim block	HRas wt GTP bind	Bcl-2 Bim block	Bfl-1 Bim block	Bim-Bcl-W	Rab2A wt mod	Rac1 wt GTP bind
O=C(O)CCCCCN1C(=O)CCC1=O	93	99	96	1	1	98	1	0	1	100	97
CCOC(=O)CC(NC(=O)c1ccc(C)cc1)c1ccc(OC)cc1 (stereo not given)	99	95	96	-5	-2	95	-2	-4	-1	95	98
O=C(CCCn1c(=S)[nH]c2cc3c(cc2c1=O)OCO3)NC1CC1	100	98	98	-2	-9	99	-2	1	-1	98	99
COc1ccc(-c2csc(NC(=O)Cc3cccc4ccccc34)c2C(=O)O)cc1	81	76*	82	10	12	78*	1	0	6	75*	70*
COc1ccc(CNC(=O)C2CCC(CNS(=O)(=O)c3cccc4nsnc34)CC2)cc1 (stereo not given)	101	99	99	-5	-8	100	-8	-14	0	100	103
Cc1ccccc1NC(=O)c1cccc(S(C)(=O)=O)c1	94	97	97	0	-1	96	3	0	1	97	98
CCCc1nn2c(=O)cc(O)nc2s1	97	100	100	-5	-2	98	-1	0	-3	100	105
Cc1ccn2c(Nc3ccccc3C)c(-c3cccnc3)nc2c1	98	99	97	-1	-11	97	-1	-3	-2	98	99
CC1(C)CC(=O)C2=C(C1)N(CCN1CCOCC1)C1=C(C(=O)CC(C)(C)C1)C2c1ccc(Cl)c([N+](=O)[O-])c1	91	95	96	-3	-3	95	-3	-4	1	93	98
COc1ccc(NC2=C(C)C(=O)CC2)cc1	99	105	102	-3	-4	105	0	-3	0	104	103
Cc1nc(NC(=O)C2CC3CCCC(C2)C3=O)sc1C (stereo not given)	101	103	105	-1	-6	103	-8	-7	1	103	109
CCN(CC)CCN1C(=O)c2oc3ccccc3c(=O)c2C1c1ccccc1 (stereo not given)	95	94	96	-1	-1	96	0	-1	-1	95	95
CC(=O)Nc1cccc(NC(=O)C2CC3CCC2C3)c1 (stereo not given)	108	103	98	0	-2	102	1	5	0	102	103
COCCN(C(=O)CSc1nnc(C)n1-c1ccccc1)c1c(N)n(Cc2ccccc2)c(=O)[nH]c1=O	105	101	102	-2	-2	103	0	1	2	100	105
O=C(NCCN1CCOCC1)c1c(F)c(F)c(F)c(F)c1F	99	109	101	-6	-9	102	-11	-18	-1	103	107
COc1ccc(OCCC(=O)OCC(=O)NCc2ccc(F)cc2)cc1	108	95	95	-5	-9	97	-5	-8	-1	100	99
Cc1ccc(NC(=O)c2ccc(Cn3cc(Br)cn3)o2)cc1	94	98	97	-1	-2	93	3	0	-1	95	104
CCOc1ccc(-n2c(C)c(C(C)=O)c(C(C)=O)c2C)cc1	101	104	99	-7	-10	103	-4	-4	-5	102	107
O=C(COc1ccccc1[N+](=O)[O-])N/N=C/c1cccc(OC(=O)c2ccc3c(c2)OCO3)c1	101	99	95	-10	-10	99	-5	-3	-5	97	102
Cc1cc(NC(=O)c2ccc(NC(=O)C3CC3)cc2)no1	106	99	93	1	-4	96	-1	-5	0	102	98
Cn1c(=O)c2c(nc(CN3CCN(CCO)CC3)n2CCc2ccccc2)n(C)c1=O	99	97	96	0	-3	97	-5	-5	-3	97	98
